Screens as filed in PubChem BioAssay.
TCR activator = activators of T cell receptors; Potency, µM (series often up to 9.22 µM), without a hit: at the highest dose activation of IL-2 secretion, actives largely listed as activators; AID 504894; primary human leukocytes, anti-CD3, IL-2 HTRF, 48 h; 330,000 tested, under 10 active; further: % of control where 0% means no effect
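IL-2 produced over 48 hr by a-CD3 bead-stimulated primary human leukocytes exposed to compounds was detected with a homogeneous time-resolved FRET immunoassay, 665nm acceptor signal after 320nm excitation.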
Tb PFK inh = inhibitors of T. brucei phosphofructokinase; O15648; T. brucei PFK, ADP-Glo luminescence; Potency, µM (top dose mostly 57.5 µM), inactives show at the highest dose activity, negative = inhibition, most hits filed as inhibitors; actives 0.17% (n = 330,000);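 further: potency means the concentration at half of the fitted maximal effect; 0% = uninhibited 1x PFK enzyme wells and -100% = no-enzyme wells; nearly all actives have a fitted effect of over 60% in size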
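PFK 1.25 nM, F6P 0.5 mM, ATP 0.1 mM, 0.1 M TEA pH 8.0, 5 mM MgCl2, 0.01% Tween20, 0.1% BSA; 45 min RT. ADP-Glo readout. qHTS titration up to 57 uM; curves fitted, compounds curve-classed.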
Integrin act MD = integrin-mediated muscular dystrophy alleviation activation. alpha7betagal myoblasts, beta-gal FDG fluorescence, 48 h. Potency, µM (doses to about 38.3 µM), for the others: top-dose activation, usual class: activators. actives 0.064% (n = 350,000). AID 624291;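 further: potency means the concentration at half of the fitted maximal effect; 100% = response of the positive control SU9516; nearly all actives have a fitted effect of over 60% in size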
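Alpha7betagal+/- myoblasts (passage 13) were plated 16-24 hr, then exposed to compounds (1:260 dilution of DMSO stock) for 48 hours at 37C. After MPER lysis, β-galactosidase reporter activity was read as FDG fluorescence (ex 480/em 540) after 30 minutes.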
Mito fusion act = mitochondrial division inhibition or fusion activation | actives 0.23% (n = 320,000) | S. cerevisiae fusion-defective mutant growth rescue, CellTiterGlo 48 h | AID 485298 | Potency, µM (series often up to 46.1 µM), for inactives: at the highest dose growth rescue (activation), hits mostly activators;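 further: potency means the concentration at half of the fitted maximal effect; % of control where 0% means no effect; nearly all actives have a fitted effect of over 45% in size; temperature-sensitive fusion mutants such as fzo1-1 at 37 °C on non-fermentable ethanol glycerol medium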
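Compounds are tested for their ability to restore growth of mitochondrial fusion-defective yeast strains at non-permissive 37C in YPEG medium over 48 hours. Viability is quantified by luciferase luminescence.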
TSHR antag = human thyrotropin receptor antagonism. TSHR-expressing cells, TSH-stimulated cAMP HTRF, 2 h; hits give low values. activity change, negative = inhibition, % at 11.5 µM. actives 0.2% (n = 330,000). AID 504810;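 active means activity change below a set negative limit, meaning inhibition stronger than a set level, cut at about -70% in these data; inconclusive means activity change between two set negative limits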; further: on the % scale 0 is the no-effect control and ±100 the full control effect
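Antagonism was scored as loss of TSH-driven cAMP in TSHR cells, stimulated with 4nM TSH (EC80) for 2 hours at 37 deg C and detected by homogeneous HTRF competition immunoassay.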
AT treatment = potential ataxia-telangiectasia treatment. […] A-T fibroblasts, KAP-1 phosphorylation AlphaLISA; neocarzinostatin DNA damage 30 min before lysis. Potency, µM (doses to about 57.5 µM), without a hit: top-dose activation, hits mostly activators. actives 0.19% (n = 320,000). AID 485349; further: potency means the concentration at half of the fitted maximal effect; % of control where 0% means no effect; nearly all actives have a fitted effect of over 45% in size
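ATM-like activity read as KAP-1 phosphorylation via AlphaLISA donor/acceptor antibody pairs after lysis and 6 hr at 25C. Cells were ATM-null patient fibroblasts ([…], hTERT), dosed 60 min, then exposed to the DSB inducer NCS for 30 min.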
ELG1 DNA repair = ELG1-dependent DNA repair inhibition | HEK293T ELG1-luciferase reporter, luminescence, 16 h; DNA damage induced by 5-fluorouridine | actives 2.3% (n = 330,000) | Potency, µM (series often up to 46.1 µM), for the others: at the highest dose activity change, negative = inhibition, most hits filed as inhibitors; further: potency means the concentration at half of the fitted maximal effect; on the % scale 0 is the no-effect control and ±100 the full control effect; nearly all actives have a fitted effect of over 55% in size
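In this reporter screen, reduction of luminescence relative to DMSO vehicle indicated activity. Compounds and 5-fluorouridine were added together to 2,000 cells per well, incubated for 16 hr at 37 °C, then developed with ONE-Glo.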
Chronic BCR inh = blocks chronic active B-cell receptor signaling; ABC-DLBCL IkBa-CBG/CBR reporter, luminescence ratio, 4 h; Potency, µM (doses to about 46.1 µM), inactives show at the top dose ratio change, negative = lower green/red ratio, hits mostly inhibitors; actives 0.05% (n = 340,000); AID 493014; active means well fitted inhibition curve with a large enough effect in the signal ratio, with a control signal flat, not every such curve was filed as active; inconclusive means small, poorly fitted or top-dose-only effect, or effect the other way, or a change in a side signal; the % refers to the signal ratio;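 further: potency means the concentration at half of the fitted maximal effect; plate controls were basal doxycycline-induced cells for no effect and cells given 10 µM MG132 for full effect; MG132 reads +100%, hits lower the ratio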
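Cell line TMD8 (human ABC DLBCL), stably expressing tet-inducible CBG68-IkBa fusion and CBR; IMDM/0.5% FBS; cpd up to 46 uM; dox induction, 4 h, 37C/5% CO2; dual luminescence; green/red ratio; MG132 control.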
TSG101-PTAP inh = blocks PTAP/TSG101 interaction to inhibit HIV-1 budding; Q99816; Fluorescence polarization, FITC-PTAP peptide / Tsg101 binding; Potency, µM (titrated, usually from 115 µM), without a hit: at the top dose activity change, negative = inhibition, usual class: inhibitors; 340,000 tested, under 10 active; AID 493005; active means well fitted inhibition curve with a large enough effect in the main read-out, with a control signal flat, not every such curve was filed as active; inconclusive means small, poorly fitted or top-dose-only effect, or effect the other way, or a change in a side signal; inactive means no such curve, though single readings can be large or run the other way; further: potency means the concentration at half of the fitted maximal effect; % of control where 0% means no effect
Target sequence (Q99816 whole entry, looked up): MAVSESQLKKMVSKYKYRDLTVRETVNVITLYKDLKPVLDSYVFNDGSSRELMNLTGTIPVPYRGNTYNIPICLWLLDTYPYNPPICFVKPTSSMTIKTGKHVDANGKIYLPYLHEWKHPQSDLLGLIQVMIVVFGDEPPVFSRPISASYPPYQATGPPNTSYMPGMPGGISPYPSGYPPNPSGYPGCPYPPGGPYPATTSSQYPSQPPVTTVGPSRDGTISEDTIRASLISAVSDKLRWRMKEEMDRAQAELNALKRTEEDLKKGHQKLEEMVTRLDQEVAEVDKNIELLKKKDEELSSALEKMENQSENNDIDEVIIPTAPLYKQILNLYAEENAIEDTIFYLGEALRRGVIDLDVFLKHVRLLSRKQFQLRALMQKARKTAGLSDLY
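Fluorescence polarization binding of Tsg101 binding domain (10 uM final) to FITC-labeled PTAP peptide (50 nM final) in HEPES pH 7.5 buffer with NaCl, Tween 20, EDTA, TCEP. Compounds added before peptide; binding 20 min at RT.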
S-ASM inh = blocks human secretory acid sphingomyelinase; AID 504937; P17405; placental ASM, HMU-PC fluorogenic substrate, 60 min; actives 0.006% (n = 340,000); Potency, µM (highest dose often 57.5 µM), without a hit: at the highest dose activity change, negative = inhibition, most hits filed as inhibitors; further: potency means the concentration at half of the fitted maximal effect
Target sequence (P17405 47-631 limits assumed): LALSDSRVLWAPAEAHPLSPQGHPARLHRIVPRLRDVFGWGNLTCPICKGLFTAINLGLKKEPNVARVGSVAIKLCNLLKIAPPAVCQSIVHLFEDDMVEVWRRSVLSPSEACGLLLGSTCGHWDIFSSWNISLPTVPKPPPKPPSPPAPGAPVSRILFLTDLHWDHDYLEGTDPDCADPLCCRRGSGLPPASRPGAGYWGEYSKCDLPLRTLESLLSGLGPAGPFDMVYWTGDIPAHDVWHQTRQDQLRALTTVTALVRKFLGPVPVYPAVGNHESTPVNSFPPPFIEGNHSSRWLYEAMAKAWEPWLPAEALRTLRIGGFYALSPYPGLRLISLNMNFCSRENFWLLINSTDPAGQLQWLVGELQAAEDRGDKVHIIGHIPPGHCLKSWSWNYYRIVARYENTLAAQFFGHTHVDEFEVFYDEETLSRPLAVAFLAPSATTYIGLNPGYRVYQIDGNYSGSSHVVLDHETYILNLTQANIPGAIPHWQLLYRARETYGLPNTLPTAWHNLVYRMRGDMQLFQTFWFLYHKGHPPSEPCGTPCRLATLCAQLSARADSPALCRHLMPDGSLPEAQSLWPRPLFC
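Fluorogenic HMU-PC substrate (9 uM final) is turned over by placental ASM in 60 min at 37 C after a 10 min compound preincubation. Reaction ended by alkaline stop (pH 10), with fluorescence read at 386/447 nm.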
Eya2 phos inh = blocks the phosphatase activity of human Eya2. actives 0.006% (n = 330,000). O00167. recombinant Eya2, OMFP fluorescence dephosphorylation (OMFP is methylfluorescein phosphate). Potency, µM (series often up to 76.9 µM), for inactives: at the top dose activity, negative = inhibition, actives largely listed as inhibitors. AID 488837; further: potency means the concentration at half of the fitted maximal effect; on the % scale 0 is the no-effect control and ±100 the full control effect
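Eya2 (0.2 uM) preincubated 10 min at ambient with compound, then OMFP substrate added at 50 uM; 10 min reaction in 50 mM HEPES pH 7.5, 50 mM NaCl, 5 uM MgCl2, 0.05% BSA, 1 mM DTT. Fluorescence read at Ex 485/Em 525 nm.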
An asterisk follows results filed as active; ? = inconclusive; . = no result given; & = joins results of further samples; [ ] = dose if it differs, or a comment. Unless noted, the call rests on the fitted dose curve; in most records, active means well fitted curve in the direction sought with a large enough effect; inconclusive means small, poorly fitted or top-dose-only effect, or another doubt; inactive means no such curve, though single readings can be large; an effect the other way counts as inactive or inconclusive.

SMILES | TCR activator | Tb PFK inh | Integrin act MD | Mito fusion act | TSHR antag | AT treatment | ELG1 DNA repair | Chronic BCR inh | TSG101-PTAP inh | S-ASM inh | Eya2 phos inh
CC(Sc1ccccc1F)C(=O)Nc1ccc2c(c1)OCCO2 (centres undefined) | 0.9% | -6.0% | -2.0% | . | . | -2.9% | ? | -3.1% | -5.8% | -3.0% | -16.9%
COCCC(=O)N1CCc2c([nH]c3ccccc23)C1C(C)(C)C (centres undefined) | 3.6% | -2.4% | -19.7% | -4.4% | 0.8 | 3.3%[11.5 µM] | 4.4% | ? | -0.2% | -1.7% | -7.1%
Cc1cccc(N2CCN(C(=O)CNC(=O)Cc3ccccc3)CC2)c1C | 1.9% | 0.0% | -61.6%[inhibitor] | . | . | 7.0% | ? | ? | -4.3% | -0.7% | 6.5%
CCN1C(=NCC2CC2)N[C@@H](c2ccccc2)C(C(=O)OC)=C1C | 1.1% | -0.6%&0.2% | 2.2% | 1.3% | 1.6&2.8 | 7.7%&-9.1% | 27.5% | ? | -2.9% | 7.4% | -25.3%&-5.2%
CCc1cc(=O)oc2c(C)c(O)c(CN3CCCCC3)cc12 | -14.3% | -2.3% | -5.6% | 1.2% | -0.6 | 7.2% | 2.1% | -0.8% | -3.7% | . | -5.9%
COc1ccc(NC2=C(C)C(=O)CC2)cc1 | -6.1% | 1.8% | -19.4% | 4.9% | 21.9 | -3.1% | ? | ? | -8.5% | 2.0% | 7.0%
CCOC(=O)c1c(-c2ccccc2)nc2ccc(Cl)cn12 | 0.5% | 2.8% | -3.4% | -4.1% | -15.8 | 20.0% | -7.6% | ? | -6.3% | -5.1% | 7.4%
COc1ccc(-c2cc(C(=O)Nc3c(C)nn(Cc4ccccc4Cl)c3C)no2)cc1OC | 9.9% | 0.0% | -8.5%[7.66 µM] | 3.7% | -12.5 | . | 23.1µM* | 0.8% | -7.5% | ? | 1.9%
CN1CCN(CCOc2ccc(-c3ccccc3)cc2)CC1 | 2.9% | 2.0% | -4.6% | -5.2% | 25.4 | -5.9% | ? | 5.6% | -4.2% | 1.0% | -0.3%
O=C(c1ccco1)N1CCN=C1SCc1ccccc1F | -1.3% | -2.0% | 22.3% | -1.1% | 22.4 | 32.9% | -7.1% | ? | -6.8% | 3.2% | 0.7%
Cc1noc(C)c1CN1C(=O)NC2(CCc3ccccc3C2)C1=O (centres undefined) | -5.0% | 2.6% | 8.2% | 8.5% | 6.9 | 0.4% | 0.5% | -1.1% | -1.9% | -0.6% | -5.8%
Oc1ccc(CN2CCC(Cc3ccccc3)CC2)c2cccnc12 | 2.8% | 1.3% | -33.9%[inhibitor] | -0.2% | 7.4 | -7.6% | 13.0% | -22.0% | -0.4% | 1.4% | 1.5%
CC1(C)CC(=O)C=C(c2ccc(I)cc2)C1 | -3.8% | -2.4% | -12.1% | -17.8% | 49.1 | 21.9% | ? | 20.4% | -13.8% | -4.2% | -2.0%
COc1ccc(Nc2nc(NCc3ccco3)nc(N)c2[N+](=O)[O-])cc1 | -2.0% | 7.5% | 8.2% | 0.1% | -0.2 | 3.6% | -8.7% | ? | -5.4% | -3.9% | -2.0%
Cc1cc(=O)[nH]c2c1c(C)nn2C1CCCCC1 | 0.8% | -3.6% | 8.9% | 1.3% | 0.9 | 2.2% | -0.4% | -16.5% | 0.2% | -1.7% | -3.3%
CC1Cc2cc(C3(O)C(=O)c4ccccc4C3=O)ccc2N1 (centres undefined) | -2.6% | -5.6% | -1.3% | -1.4% | 8.4 | 3.0% | 2.4% | -1.7% | -0.6% | -0.8% | -7.2%
Cc1nnc(SCC(=O)NC2CC2)n1CCc1ccccc1 | 12.9% | -2.6% | -5.2% | -1.5% | 8.4 | -1.8% | -0.1% | 1.2% | -6.5% | 2.0% | -13.1%
Cc1ccccc1CSc1nc2ccccc2c(=O)[nH]1 | 5.5%[46.1 µM] | -16.9% | 35.6% | 7.8% | -2.5 | 12.5% | 7.4% | 0.0% | -5.6% | 3.2% | -1.2%
CC(C)(C)OC(=O)NCc1ccc(CNC(=O)c2[nH]cnc2C(=O)NCC(=O)OCc2ccccc2)cc1 | -2.8% | -3.1% | 0.0% | 0.5% | 29.0 | -3.9% | 8.2µM* | ? | -3.3% | -6.2% | 0.4%
Cc1ccc(C(=O)C2CCN(C(=S)NCC3CCCO3)CC2)cc1 (centres undefined) | 0.3% | 0.4% | 1.0% | -5.8% | -11.6 | 4.2%[11.5 µM] | ? | ? | -6.2% | -1.0% | -5.5%

Rewritten with values under each structure: part of the list above.
Every second line gives: TCR activator, Tb PFK inh, Integrin act MD, Mito fusion act, TSHR antag, AT treatment, ELG1 DNA repair, Chronic BCR inh, TSG101-PTAP inh, S-ASM inh, Eya2 phos inh
> CCOC(=O)c1c(-c2ccccc2)nc2ccc(Cl)cn12
    0.5%, 2.8%, -3.4%, -4.1%, -15.8, 20.0%, -7.6%, ?, -6.3%, -5.1%, 7.4%
> COc1ccc(-c2cc(C(=O)Nc3c(C)nn(Cc4ccccc4Cl)c3C)no2)cc1OC
    9.9%, 0.0%, -8.5%[7.66 µM], 3.7%, -12.5, ., 23.1µM*, 0.8%, -7.5%, ?, 1.9%
> CN1CCN(CCOc2ccc(-c3ccccc3)cc2)CC1
    2.9%, 2.0%, -4.6%, -5.2%, 25.4, -5.9%, ?, 5.6%, -4.2%, 1.0%, -0.3%
> O=C(c1ccco1)N1CCN=C1SCc1ccccc1F
    -1.3%, -2.0%, 22.3%, -1.1%, 22.4, 32.9%, -7.1%, ?, -6.8%, 3.2%, 0.7%
> Cc1noc(C)c1CN1C(=O)NC2(CCc3ccccc3C2)C1=O (centres undefined)
    -5.0%, 2.6%, 8.2%, 8.5%, 6.9, 0.4%, 0.5%, -1.1%, -1.9%, -0.6%, -5.8%
> Oc1ccc(CN2CCC(Cc3ccccc3)CC2)c2cccnc12
    2.8%, 1.3%, -33.9%[inhibitor], -0.2%, 7.4, -7.6%, 13.0%, -22.0%, -0.4%, 1.4%, 1.5%
